Screens as filed in PubChem.
GIRK2 act: Activates human GIRK2-containing potassium channels; activation (% efficacy), % for hits at 37.5 µM; HEK293 GIRK2/NPY4 cells, thallium flux fluorescence; 34,000 tested, under 10 active; P48051; AID 1259324;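 active means primary screen hit, no activity in plain HEK293 cells, and in GIRK2-only cells above 5% efficacy rising with concentration; inactive means the rest, including fluorescent compounds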;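 further: efficacy is normalized control-subtracted fluorescence 15 s after thallium addition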
Target sequence (P48051 whole entry, looked up): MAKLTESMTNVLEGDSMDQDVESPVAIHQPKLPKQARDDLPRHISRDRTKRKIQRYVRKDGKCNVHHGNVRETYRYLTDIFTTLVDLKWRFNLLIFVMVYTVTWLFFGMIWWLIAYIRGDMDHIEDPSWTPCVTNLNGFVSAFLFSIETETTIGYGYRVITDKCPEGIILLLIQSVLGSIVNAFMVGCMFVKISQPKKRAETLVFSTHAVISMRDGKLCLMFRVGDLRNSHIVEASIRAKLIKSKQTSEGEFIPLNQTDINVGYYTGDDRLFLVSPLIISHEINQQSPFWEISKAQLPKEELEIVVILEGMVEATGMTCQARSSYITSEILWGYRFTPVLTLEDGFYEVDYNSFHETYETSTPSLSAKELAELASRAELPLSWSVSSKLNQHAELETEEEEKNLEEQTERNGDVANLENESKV
Calls only; i = inactive. This is a subset. The share of hits here may be higher or lower than overall.

SMILES	GIRK2 act
CCOC(=O)N1CCN(S(=O)(=O)c2ccc(C(=O)Nc3cc(C)nn3C)cc2)CC1	i
COc1ccc(CC(=O)N2CCN(c3ccc(-c4ccccc4OC)nn3)CC2)cc1OC	i
CN(C)C(CNC(=O)C(=O)NC1CCCC1)c1ccc(F)cc1 (stereo not given)	i
O=C(Nc1ccccc1)c1ccc(=O)n(Cc2cccc(C(F)(F)F)c2)n1	i
O=S(=O)(NCC(O)(c1ccco1)C1CC1)c1cccc2ccccc12 (stereo not given)	i
O=C(NCCC1=CCCCC1)C(=O)NCC1(c2cccs2)CCOCC1	i
CCCOc1cn(-c2ccc(F)cc2)nc1C(=O)N1CCN(C(=O)c2ccco2)CC1	i
COc1ccc(SCCC(=O)Nc2nnc(-c3ccc4c(c3)OCCO4)o2)cc1	i
Cn1nnc2c(N3CCN(C(=O)NC4CCCCC4)CC3)ncnc21	i
CS(=O)(=O)c1ccccc1NC(=O)C1CCCN(S(C)(=O)=O)C1 (stereo not given)	i
CCCOc1cn(-c2ccc(F)cc2)nc1C(=O)Nc1ccc(OC)c(OC)c1	i
O=C(NCCn1ncc2c(N3CCN(c4ncccn4)CC3)ncnc21)c1ccco1	i
CN(C)C(CNC(=O)c1ccco1)c1cccs1 (stereo not given)	i
CC1CCN(c2nc3c(c(=O)n(C)c(=O)n3C)n2Cc2ccc(Cl)cc2)CC1	i
O=C(NCc1cccs1)C(=O)Nc1ccc(O)cc1	i
O=C(c1ccc(C(F)(F)F)cc1)N1CCN(c2ccc(Nc3cccnc3)nn2)CC1	i
O=C(CCCc1ccccc1)NCCn1ncc2c(N3CCN(c4ccc(F)cc4)CC3)ncnc21	i
CS(=O)(=O)N1CCCCC1C(=O)N(CC1CCCO1)c1nc2ccccc2s1 (stereo not given)	i
COc1ccc(S(=O)(=O)CCC(=O)Nc2nc3c(C)cc(Cl)cc3s2)cc1	i
CC(C)N1CCC(CNC(=O)c2ccc3c(c2)OCO3)CC1	i
O=C(NCC(O)c1cccc2ccccc12)c1ccc2c(c1)OCO2 (stereo not given)	i
COC(=O)CC1C(=O)NCCN1C(=S)NC(=O)Cc1ccc(Cl)cc1 (stereo not given)	i
O=C(NCCOc1ccc(F)cc1)C(=O)Nc1ccon1	i
Cc1cc(=O)n2[nH]c(C(F)(F)F)c(-c3ccccc3)c2n1	i
CCc1c2c(nc3sc(C(=O)NCC4CCCO4)c(N)c13)CC(C)(C)CC2=O (stereo not given)	i
Cc1cc(C)n(-c2ccc(N3CCCC(C(=O)N4CCc5ccccc5C4)C3)nn2)n1 (stereo not given)	i
COc1ccc(CCC(=O)NCCNC(=O)c2ccc(NC(=O)C(C)C)cc2)cc1	i
COc1ccc(S(=O)(=O)Nc2ccc3nc(C)n(-c4ccc(Cl)cc4)c(=O)c3c2)cc1OC	i
CNC(=O)Cc1ccc(NC(=O)c2ccccc2Br)cc1	i
O=C(Nc1ccc2c(c1)N(C(=O)C1CC1)CC2)C1c2ccccc2Oc2ccccc21	i
O=C(c1n[nH]c2ccccc12)N1CCN(c2ccccc2Cl)CC1	i
CCSc1ccccc1C(=O)NCC#CCN1CCc2ccccc2C1	i
CN(C)C(CNC(=O)C(=O)Nc1ccc(F)c(F)c1)c1cccn1C (stereo not given)	i
CC(C)(C)c1ccc(C(=O)NCC2CCN(c3ncccn3)CC2)cc1	i
Cc1nc(Nc2ccc(SC(F)F)cc2)nc(N2CCOCC2)c1[N+](=O)[O-]	i
CC(NC(=O)c1nc(-c2cnccn2)no1)c1ccccc1 (stereo not given)	i
CSCCC(C)(O)CNC(=O)c1cc2ccccc2o1 (stereo not given)	i
CCOc1cccc2cc(-c3csc(NC(=O)C4CCN(S(C)(=O)=O)CC4)n3)oc12	i
COc1ccc(Cn2c(=O)c3nccnc3n(Cc3cc(C)ccc3C)c2=O)cc1	i
CN1C(=O)CCc2cc(NC(=O)Nc3ccccc3C(F)(F)F)ccc21	i
CCNc1cc(C)nc(NCCNC(C)=O)n1	i
COc1nn(C)cc1C(=O)N1CCC(c2nnc(C(C)C)o2)CC1	i
Cc1cc(NC(=O)Cc2ccc([N+](=O)[O-])cc2)n(-c2nc(-c3ccccc3)cs2)n1	i
Cc1cccc(NC(=O)Cc2csc(NC(=O)c3ccc[nH]c3=O)n2)c1C	i
COC(=O)c1ccc(NC(=O)C(=O)NCC2(c3ccccc3)CCOCC2)cc1	i
CCOc1ccc(C(=O)Nc2ccc(N3CCCC3=O)c(OC)c2)cc1OCC	i
Cc1nc2ccc3nc(NC(=O)C4CCN(S(C)(=O)=O)CC4)sc3c2s1	i
O=C(Nc1ccc(Cl)cc1)N(CCCO)CC(O)Cn1c2ccccc2c2ccccc21 (stereo not given)	i

Taken from the entries so far for reference:
SMILES	GIRK2 act
CCSc1ccccc1C(=O)NCC#CCN1CCc2ccccc2C1	i
CN(C)C(CNC(=O)C(=O)Nc1ccc(F)c(F)c1)c1cccn1C (stereo not given)	i
CC(C)(C)c1ccc(C(=O)NCC2CCN(c3ncccn3)CC2)cc1	i
Cc1nc(Nc2ccc(SC(F)F)cc2)nc(N2CCOCC2)c1[N+](=O)[O-]	i
CC(NC(=O)c1nc(-c2cnccn2)no1)c1ccccc1 (stereo not given)	i
CSCCC(C)(O)CNC(=O)c1cc2ccccc2o1 (stereo not given)	i
CCOc1cccc2cc(-c3csc(NC(=O)C4CCN(S(C)(=O)=O)CC4)n3)oc12	i
COc1ccc(Cn2c(=O)c3nccnc3n(Cc3cc(C)ccc3C)c2=O)cc1	i
CN1C(=O)CCc2cc(NC(=O)Nc3ccccc3C(F)(F)F)ccc21	i
CCNc1cc(C)nc(NCCNC(C)=O)n1	i
COc1nn(C)cc1C(=O)N1CCC(c2nnc(C(C)C)o2)CC1	i
Cc1cc(NC(=O)Cc2ccc([N+](=O)[O-])cc2)n(-c2nc(-c3ccccc3)cs2)n1	i
Cc1cccc(NC(=O)Cc2csc(NC(=O)c3ccc[nH]c3=O)n2)c1C	i
COC(=O)c1ccc(NC(=O)C(=O)NCC2(c3ccccc3)CCOCC2)cc1	i
CCOc1ccc(C(=O)Nc2ccc(N3CCCC3=O)c(OC)c2)cc1OCC	i
Cc1nc2ccc3nc(NC(=O)C4CCN(S(C)(=O)=O)CC4)sc3c2s1	i

Later entries:
SMILES	GIRK2 act
O=C(NCC(O)(c1ccco1)C1CC1)c1cc(=O)c2ccccc2o1 (stereo not given)	i
COc1ccccc1NC(=O)N1CCC(CNC(=O)c2cc(Cl)ccc2Cl)CC1	i
CCOC(=O)c1sc(NC(=O)CCCS(=O)(=O)c2ccc(OC)cc2)nc1C	i
COc1ccc(CCC(=O)N2CCCN(CCn3nc(C)cc3C)CC2)cc1	i
COc1ccc(OCCCC(=O)Nc2cccc(Br)c2)cc1	i
CNc1nn(CC(=O)Nc2c(C)cccc2C)c(N)c1-c1nc(-c2ccc(C)cc2)no1	i
COC(=O)c1ccc2c(=O)n(-c3ccc(C(C)C)cc3)c(=S)[nH]c2c1	i
O=C(O)/C=C/C(=O)Nc1ccc(S(=O)(=O)N2CCCCCC2)cc1	i
Cc1ccccc1C(=O)NCC(=O)N1CCOC(c2ccccc2)C1 (stereo not given)	i
O=C(NCc1ccc(F)cc1)C(=O)NCC(O)(c1ccco1)C1CC1 (stereo not given)	i
COc1ccc(N2CCN(CC(=O)Nc3nc(C)cs3)C2=O)cc1	i
COc1cccc(-c2cc(CC(=O)NCCCN3CCOCC3)no2)c1	i
Cc1nc(-c2cccs2)c(CCC(=O)N2CCc3ccccc32)s1	i
COc1cccc(N2CC(c3nc4ccccc4n3CC(O)COc3cc(C)ccc3C)CC2=O)c1 (stereo not given)	i
CC(NC(=O)C(=O)Nc1c(C(N)=O)oc2ccccc12)c1ccccc1 (stereo not given)	i
O=C(Nc1nnc(-c2ccc(Br)s2)o1)c1ccco1	i
O=C(NCCn1nc(-c2cccnc2)ccc1=O)Nc1ccc(C(F)(F)F)cc1	i
COc1cccc(C(CNC(=O)C(=O)NCc2cccs2)N2CCOCC2)c1 (stereo not given)	i
Cn1nc(NC(=O)C2CCN(S(C)(=O)=O)CC2)c2c1NC(=O)CC2c1cccs1 (stereo not given)	i
O=C1C(c2ccccc2)=S=C2C(N3CCOCC3)=Nc3ccccc3N12	i
O=C(NCCc1ccc(F)cc1)c1cc(=O)c(OCc2ccccc2)co1	i
CSc1ccccc1NC(=O)CCCn1nc(-c2ccc(F)cc2)ccc1=O	i
CCOC(=O)N1CCN(C(=O)c2ccc(Oc3coc4cc(OC)ccc4c3=O)cc2)CC1	i
Cn1cccc1CN(C(=O)c1ccc(F)cc1Cl)C1CC1	i
Cc1c(C(=O)N(C)C2CCCCC2)c(C(F)(F)F)nn1C1CCCN(C)C1 (stereo not given)	i
CCOC(=O)C1CCN(C(=O)c2cc3cc(Br)ccc3oc2=O)CC1	i
COc1ccc(S(=O)(=O)N2CCN(Cc3nnnn3-c3ccc(C)cc3)CC2)cc1C	i
Cc1ccc(NC(=O)N2CCN(c3ccc(-c4ccco4)nn3)CC2)cc1C	i
O=C(CSc1nc(=O)n(CCO)c2c1CCC2)N1CCCc2ccccc21	i
CCn1nnc2c(SCC(=O)NC(C)(C)C)ncnc21	i
COc1ccc(C(=O)Nc2ccc3c(c2)N(C(C)=O)CC3)c(OC)c1OC	i
O=C(Nc1nccs1)C1CCN(C(=O)CCSc2ccccc2)CC1	i
Cc1cc(C)n(-c2cc(N3CCCC(C(=O)NCc4nc5ccccc5[nH]4)C3)ncn2)n1 (stereo not given)	i
Cc1cccc(Nc2ccc(N3CCN(C(=O)C4CCCO4)CC3)nn2)n1 (stereo not given)	i
CCCCn1c(-n2nc(C)cc2C)nc2c1c(=O)n(CC(=O)OC)c(=O)n2C	i
Cc1cc(NC(=O)COc2ccc(Cl)cc2)on1	i
CCCCOc1ccc(C(=O)NCCS(=O)(=O)N2CCN(c3ccccn3)CC2)cc1	i
Cc1ccsc1C(O)CNS(=O)(=O)c1ccc(Cl)s1 (stereo not given)	i
COc1cc(NC(=O)CCCn2nc(-c3ccco3)ccc2=O)cc(OC)c1	i
O=S(=O)(Cc1ccccc1Cl)NCC1CCN(Cc2cccs2)CC1	i
COc1ccc(Br)cc1S(=O)(=O)Nc1cc(Cl)ccc1O	i
CC(C)n1nccc1-c1nnc(NC(=O)CCS(=O)(=O)c2ccccc2)o1	i
COc1ccccc1NC(=O)N1CCC(CNC(=O)c2cc(C)cs2)CC1	i
COc1cccc(C(=O)NCC(c2cccc3ccccc23)N2CCCC2)c1 (stereo not given)	i
COc1ccc(CCC(=O)Nn2cnc3c(cnn3-c3ccccc3)c2=O)cc1	i
O=C(NCCc1csc2nc(-c3cccs3)nn12)C1(c2ccccc2)CCOCC1	i
COc1cccc(COc2coc(C(=O)Nc3ccc(C)c(F)c3)cc2=O)c1	i
CCc1cnc2c(c1SCC(=O)N1CCCCC1)c(=O)n(C)c(=O)n2C	i
O=S(=O)(NCC1(O)CCCC1)c1ccc(Cl)cc1	i
COCCN1CCC(CNS(=O)(=O)c2ccc(Cl)cc2)CC1	i
CC1CCCC(C)N1CC(O)COCc1ccc2c(c1)OCO2 (stereo not given)	i
CCOC(=O)C1CCN(S(=O)(=O)CCNC(=O)c2ccc(OC)cc2)CC1	i
CCc1nc2sc(C(c3cccc(F)c3)N3CCCCC3)c(O)n2n1 (stereo not given)	i
CCOc1ccccc1C(=O)Nc1cc(-c2ccccc2)nn1CCO	i
O=C(Nc1nccs1)c1c[nH]c2c(Cl)cccc2c1=O	i
COc1ccc(-c2ccc(N3CCN(C(=O)c4ccc(=O)[nH]n4)CC3)nn2)cc1	i
CCOc1ccc(S(=O)(=O)NCCCCN2CCOC(c3ccccc3)C2)cc1C (stereo not given)	i
COc1ccc(CCC(=O)NCC2CCN(Cc3ccco3)CC2)cc1	i
CC(C)NC(=O)c1nsc(C(=O)N2CCC3(CC2)OCCO3)c1N	i
Cc1ccc(NC(=O)c2c(F)cccc2F)cc1N1CCCCC1=O	i

(list continues)
SMILES	GIRK2 act
COc1cccc(CNC(=O)c2cc(-c3cccs3)nc3c2c(C)nn3C2CCS(=O)(=O)C2)c1 (stereo not given)	i
COc1cn(-c2ccc(F)cc2)nc1C(=O)Nc1ccccc1SC	i
CCOc1ccc(C(=O)NCCNC(=O)c2ccc(NC(C)=O)cc2)cc1OCC	i
Cc1cccc(C)c1NC(=O)C(=O)NCC1CCN(C(C)C)CC1	i
O=C(O)c1ccc(/C=C/C(=O)c2cccs2)cc1	i
O=C(NCCC1=CCCCC1)C(=O)NCCc1csc2nc(-c3cccs3)nn12	i
CCOC(=O)c1ccccc1NS(=O)(=O)c1cc2c3c(c1)CCC(=O)N3CCC2	i
O=S(=O)(c1ccc(F)c(Cl)c1)N1CCOC(c2ccccc2)C1 (stereo not given)	i
Cn1nc(NC(=O)c2ccco2)c2c1NC(=O)CC2c1cccs1 (stereo not given)	i
Cc1noc(C)c1CC(=O)NCc1nn(C)c(=O)c2ccccc12	i
Cc1cccc(C(=O)Nc2cc(-c3ccco3)nn2-c2nc(C)cc(=O)[nH]2)c1	i
Cc1nccn1-c1cc(N2CCN(C(=O)CC(C)C)CC2)ncn1	i
COc1ccccc1-c1c(C)nn2c(N3CCN(Cc4ccccc4)CC3)cc(C)nc12	i
COc1cc(OC)cc(C(=O)NCC(O)Cc2ccccc2)c1 (stereo not given)	i
COc1ccc(C(=O)Nc2ccc3c(c2)N(C(=O)c2cccs2)CC3)c(OC)c1OC	i
Cc1ccc(NC(=O)CC2SC(=O)N(CC(=O)c3ccccc3)C2=O)c(C)c1 (stereo not given)	i
Cc1cccc(OC(C)C(=O)NCCn2nc(-n3cccn3)ccc2=O)c1C (stereo not given)	i
CCCC(=O)Nc1ccc(S(=O)(=O)NCCn2nc(-c3cccnc3)ccc2=O)cc1	i
CC(C)(C)NC(=O)c1ccncc1	i
CC(C)(C)NC(=O)N1CCC(CNC(=O)c2cccc3ccccc23)CC1	i

Pulled by compound from the entries so far (2):
SMILES	GIRK2 act
COc1ccc(N2CCN(CC(=O)Nc3nc(C)cs3)C2=O)cc1	i
CCOc1ccc(S(=O)(=O)NCCCCN2CCOC(c3ccccc3)C2)cc1C (stereo not given)	i
